Compound activity deposited in PubChem BioAssay by several laboratories.
PMI inhibition: MPI inhibition at elevated mannose 6-phosphate – biochemical, fluorescence intensity, high mannose 6-phosphate, primary screen (AID 1220) | inhibition, % at 20 µM; hits with a dose series show IC50 in µM | recombinant PMI enzyme, coupled fluorescence intensity; higher % means a stronger effect | 190,000 compounds, 0.66% hits
Dynein transport: blocks dynein driven cargo transport along microtubules | AID 1381 | 3617.4 mouse cells, GR-EGFP nuclear translocation imaging; test concentration mostly 20 µM; stimulated with dexamethasone, 1 µM; active compounds read low | z-score, hits read low | 220,000 compounds, 0.47% hits;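 active means plate z-score of nuclear minus cytoplasmic receptor signal below a set negative limit, without overly bright fluorescence or cell loss, cut at about -3.5 in these data, passing the limit was not always enough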;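 further: z-score of nuclear minus cytoplasmic ring GR-EGFP intensity difference per well; some compounds called inactive have numbers as strong as hits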
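Buffer or medium: tet-free, stripped-serum medium; reagent: dexamethasone at 1.0 µM final, 30 min; incubation: 48 h induction, 1 h compound, 30 min dex at 37 °C; measured by: formaldehyde fixation, Hoechst nuclear stain, 10x automated fluorescence imaging; read-out: nuclear-to-cytoplasmic GR-EGFP distribution per well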
PMI inhibitors: inhibitors of human PMI, primary screen, biochemical, fluorescence intensity, coupled assay (AID 1209); purified PMI enzyme, coupled fluorescence intensity; higher % means a stronger effect; inhibition, % at 20 µM; hits with a dose series show IC50 in µM; 190,000 compounds, 0.42% hits;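 further: plate controls were DMSO vehicle for no effect and wells lacking substrate for full effect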
LYP inhibition: inhibitors of LYP phosphatase, biochemical, fluorescence intensity, uHTS (AID 1779). one-dose inhibition, % at 11.5 µM; IC50 in µM for titrated hits. recombinant LYP phosphatase, fluorescence intensity; higher % means a stronger effect. 290,000 compounds, 0.054% hits;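 further: plate controls were vehicle with enzyme for no effect and no enzyme for full effect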
XIAP displacement: small molecules displacing peptide from XIAP – biochemical, IAP family, fluorescence polarization (AID 1018); displacement, % at 20 µM; hits with a dose series show IC50 in µM; XIAP BIR domain, fluorescence polarization peptide displacement; higher % means a stronger effect; 200,000 compounds, 0.007% hits; in the data active means displacement above about 50%; further: a part of the inactive calls stands beside numbers as strong as those of hits
AID2073: disruptors of CaV2.2 binding to Mint1 – biochemical, HTRF (AID 2073); HTRF protein-protein interaction, Mint1-CaV2.2; higher % means a stronger effect; inhibition, % at 20 µM, or IC50 in µM where a hit was titrated; 290,000 compounds, 0.19% hits; in the data active means inhibition mostly above about 51%, no sharp cut-off; inconclusive means no clear call, values can overlap the other calls; inactive means mostly below about 53%; further: some results filed as inactive read as strong as hits
M17LAP inhibition: P. falciparum M17LAP inhibitors, primary screen, biochemical, fluorogenic H-Leu-NHMec substrate, 1536-well (AID 1619); 220,000 compounds, 0.38% hits; one-dose inhibition, % at 30 µM; IC50 in µM for titrated hits; recombinant M17LAP, H-Leu-NHMec fluorogenic kinetic assay; higher % means a stronger effect;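 active means compound inhibiting the enzyme by more than half at any dose during confirmatory dose-response retesting; inconclusive means strong single-dose inhibitors picked by rank but not retested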;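 further: plate controls were full reaction with DMSO carrier for no effect and no enzyme background for full effect; strong numbers were not always called active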
Siah-1 displacement: Siah-1 peptide-binding antagonists, primary screen, biochemical, fluorescence polarization, rhodamine-plectin, uHTS (AID 1817); 290,000 compounds, 0.02% hits; displacement, % at 20 µM, or IC50 in µM where a hit was titrated; Siah-1 / rhodamine-plectin peptide fluorescence polarization; higher % means a stronger effect;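 active means displacement of at least 50% at 20 µM, with a fluorescence ratio check between 0.3 and a set limit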;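 further: plate controls were Siah plus tracer with DMSO for no effect and tracer alone without Siah for full effect; strong numbers were not always called active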
P. falciparum M1AAP: P. falciparum M1AAP inhibitors, biochemical, fluorogenic H-Leu-NHMec substrate, 1536-well (AID 1445); recombinant M1AAP, H-Leu-NHMec fluorogenic kinetic assay; higher % means a stronger effect; inhibition, % at 30 µM, or IC50 in µM where a hit was titrated; 220,000 compounds, 0.42% hits;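 active means primary inhibition above the hit cutoff, then over 50% inhibition at one or more dose response concentrations, cut at about 23% in these data, passing the limit was not always enough; inconclusive means conflicting primary data, or primary hits not chosen for dose response; inactive means low primary inhibition, or under 50% at every dose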;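 further: plate controls were DMSO full reaction for no effect and no enzyme background for full effect; strong numbers were not always called active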
Dynein transport cytoplasmic EGFP: second read-out of Dynein transport, no call of its own (marks repeat the call); z-score; measured here: cytoplasmic GR-EGFP intensity; active compounds read high
Dynein transport nuclear GR-EGFP: recorded beside Dynein transport, whose call it bears; z-score; measured here: nuclear GR-EGFP intensity;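 lower value marks the stronger effect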
Dynein transport cell count: second read-out of Dynein transport, no call of its own (marks repeat the call); z-score; measured here: cell count per field
* hit, by the source's call; ? = inconclusive; · = no result given. Unless noted, no stated cut-off is given here; in the data, active means inhibition above about 50%; inactive means the rest.

PMI inhibition | Dynein transport | Dynein transport cytoplasmic EGFP | Dynein transport nuclear GR-EGFP | Dynein transport cell count | PMI inhibitors | LYP inhibition | XIAP displacement | AID2073 | M17LAP inhibition | Siah-1 displacement | P. falciparum M1AAP | structure
-16% | 1.6 | 0.033 | 0.75 | -0.46 | 2% | -8% | -0.1% | 0% | 0% | -4% | 2% | COc1ccccc1C1C(C#N)=C(N)Oc2cc(C)n(Cc3ccccn3)c(=O)c21 (stereo unspecified)
-1% | -0.15 | -0.15 | -0.028 | 0.12 | -10% | -4% | -1.9% | 17% | -25% | 7% | ? | N#CC1=C(N)C(C#N)(C#N)C(c2cccnc2)C2CN(C(=O)OCc3ccccc3)CC=C12 (stereo unspecified)
· | -1.5 | -0.24 | -0.28 | 0.4 | · | -5% | · | 7% | 5% | 9% | 3% | Cc1nc(C)c(C(=O)O)s1
2% | -0.67 | 0.1 | -0.47 | 0.57 | -8% | 5% | -6.2% | ? | 10% | -2% | 10% | CC1CC(C)(C)NC(=S)N1CCC(=O)N1CCc2ccccc21 (stereo unspecified)
10% | -0.55 | -0.13 | 0.34 | 0.99 | 22% | -3% | 0.6% | -2% | -2% | 0% | -1% | CCCc1cc(-c2nc(-c3ccc(Cl)cc3)cs2)ccn1
6% | -0.47 | -0.49 | -0.12 | 0.79 | 12% | -1% | -2.5% | -4% | 5% | -5% | 2% | CCCS(=O)(=O)N1CCC(C(=O)NC2CCC(C)CC2)CC1 (stereo unspecified)
25% | 0.7 | -0.053 | 1.3 | -1.9 | 4% | -1% | -6.5% | -6% | -18% | 0% | 10% | Cc1cc(C(=O)COc2ccc(C#N)cc2)c(C)n1-c1ccc2c(c1)OCO2
-9% | 0.82 | -0.31 | 0.64 | -0.38 | -18% | -1% | -2.3% | -2% | -5% | 16% | 0% | O=C(O)c1ccccc1CSc1ncccc1C(=O)O
6% | 0.63 | 0.085 | 0.52 | -0.0076 | 15% | -5% | -3.8% | 31% | 7% | 1% | 4% | CC(C)OP(=O)(c1ccc(N(C)C)cc1)C(O)c1ccccc1 (stereo unspecified)
-17% | -0.21 | 0.092 | 0.035 | -0.84 | -10% | -11% | -4.4% | 17% | -160% | -9% | 90µM* | CCCCCCCCCC[n+]1cccc2c3ccccc3ccc21
10% | -0.57 | -0.29 | -0.42 | 0.76 | 23% | -4% | -5.5% | 4% | 8% | -5% | -4% | O=C(CSc1nc2ccccc2c(=O)n1Cc1ccc(Cl)cc1)NCc1cccs1
7% | 1.4 | -0.23 | 0.86 | -0.87 | 4% | -9% | -9.4% | -6% | 2% | 1% | -2% | CCSC1=NCCN1S(=O)(=O)c1ccccc1
-4% | 0.35 | -0.21 | 0.3 | -1 | 6% | -6% | -6.9% | 4% | 0% | -7% | 1% | COc1ccc(-c2cn(-c3ccc(OC)cc3)c3[n+]2-c2ccccc2CC3)cc1
13% | -0.78 | -0.29 | -0.31 | 0.27 | 1% | -2% | -1.7% | 11% | 6% | 0% | 13% | CCCn1c(C)cc(C(=O)COC(=O)c2nccnc2N)c1C
-6% | -0.47 | -0.14 | -0.59 | 0.34 | 4% | -2% | -6.0% | -5% | -1% | 4% | 2% | CSCCC(NC(=O)C1CCC(C)CC1)C(=O)OCC(=O)c1ccc(Cl)cc1 (stereo unspecified)
4% | 0.25 | -0.083 | 0.092 | -0.47 | 2% | -2% | -4.1% | 62% | 7% | 9% | 13% | O=c1c2c(-c3ccco3)csc2nc(SCc2cn3cccnc3n2)n1-c1ccccc1
-5% | -0.19 | -0.23 | 0.43 | 0.33 | -4% | 1% | -3.0% | 2% | 19% | 9% | 8% | COc1ccc(/C=C/C(=O)Nc2ccc(OC)nc2)cc1
13% | -0.71 | -0.31 | -0.53 | 1.3 | 11% | -1% | 0.8% | -12% | -6% | -7% | 1% | O=C(CC1C(=O)NCCN1Cc1ccoc1)NCCc1ccc(Cl)cc1 (stereo unspecified)
8% | -0.38 | -0.12 | 0.21 | 0.01 | -1% | 6% | -5.8% | -6% | -1% | 4% | 3% | OC1(c2ccc(F)cc2)CSC(=Nc2cccnc2)N1Cc1ccco1 (stereo unspecified)
· | -1.2 | 0.0064 | -0.81 | 1.8 | · | 1% | · | -44% | -4% | 3% | 6% | CC(C)(C)c1ccc(C(=O)NNC(=S)NCc2ccco2)cc1
-2% | 0.81 | -0.19 | 0.57 | -0.87 | -12% | -7% | 0.5% | -4% | 4% | -3% | 3% | O=C(c1ccc2c3c(cccc13)CC2)N1CCOCC1
2% | -1.7 | 0.029 | -1.2 | 2.1 | 2% | -12% | -5.0% | -2% | 10% | 4% | -4% | Cc1ccc(CS(=O)(=O)CCC(=O)NCCC(C)C)cc1
12% | 1.9 | -0.22 | 0.83 | -0.11 | 15% | -2% | -1.8% | -4% | 7% | -1% | -2% | COC(=O)Cn1cnc2c(nnn2-c2ccc(C)cc2)c1=O
· | -0.38 | -0.23 | 0.39 | 0.26 | · | -9% | · | ? | -51% | 1% | 2% | COc1ccc(N2C3=C(C(=O)CC(C)(C)C3)C(c3ccccc3OC)C3=C2CC(C)(C)CC3=O)cc1
-12% | -0.053 | -0.26 | 0.5 | 0.08 | -14% | 6% | -10% | 4% | 8% | 3% | 5% | CCCCn1c(N)c(N(CC)C(=O)/C=C/c2ccco2)c(=O)[nH]c1=O
-1% | -0.95 | -0.22 | -0.65 | 0.78 | -4% | -4% | -0.6% | -5% | 5% | 10% | 4% | CCN(CC)c1ncnnc1-c1ccccc1
-6% | -0.3 | -0.22 | -0.22 | 0.74 | -15% | -1% | -5.0% | 25% | -16% | -1% | 0% | CC(=O)N1CCC2(CC1)C(C#N)=C(N)Oc1n[nH]c(C(F)(F)F)c12
-3% | -2 | -0.35 | -0.62 | 2.2 | -7% | 4% | -9.5% | 8% | 3% | -1% | 6% | CC(C)CN(C(=O)CSc1nnc(-c2ccco2)o1)c1c(N)n(Cc2ccccc2)c(=O)[nH]c1=O
4% | -0.54 | 0.12 | 0.043 | 0.41 | 8% | -8% | 5.0% | 5% | -3% | 0% | 7% | CC(=C1C2C=CC1C1C(=O)NC(=O)C21)c1ccccc1 (stereo unspecified)
-12% | 1.3 | 0.88 | 1.2 | -1.4 | 12% | -3% | -4.7% | 22% | 42% | 4% | 4% | COc1ccc(Br)cc1C(=O)NC(=S)Nc1ccc(Cl)c(C(=O)O)c1
0% | -0.21 | -0.23 | 0.17 | 0.61 | 8% | -6% | -5.2% | -7% | -51% | -1% | 2% | Nc1nonc1NC(=O)CSc1nc2ccccc2s1
-1% | -0.53 | -0.22 | -0.19 | 0.75 | 2% | -10% | 4.3% | -9% | -3% | 4% | 3% | Cc1ccc(S(=O)(=O)N2CCN(C(=O)CSc3nnc(C)c(=O)[nH]3)CC2)cc1
· | -0.49 | 0.35 | -0.17 | -0.049 | · | -5% | · | 43% | -6% | 4% | 3% | NC(=O)CC(NC(=O)Cc1ccc(Br)cc1)c1ccc(NCCc2ccc(F)cc2)c([N+](=O)[O-])c1 (stereo unspecified)
14% | 0.047 | -0.068 | -0.085 | -0.29 | 11% | 1% | -4.9% | -17% | -4% | -2% | 3% | COc1cccc(N2CCN(C(=S)NCCc3ccccc3)CC2)c1
1% | 0.11 | -0.18 | 0.58 | 0.038 | 5% | -17% | -9.2% | 43% | · | 7% | · | CCCC(=O)Nc1cccc(-c2nc3ccccc3c(=O)o2)c1
3% | 1.6 | -0.26 | 0.73 | -0.8 | 7% | -4% | -7.0% | -9% | 16% | 14% | 2% | O=C(Nc1ccc(N2CCOCC2)cc1)c1ccc2c(c1)OCO2
12% | -0.11 | 0.024 | -0.11 | 0.35 | -12% | 7% | -56% | 5% | 1% | -2% | 2% | CNc1ccccc1C(C)(C)c1cc(-c2cccc(Br)c2)no1
0% | -0.29 | -0.32 | -0.38 | 0.037 | 0% | -3% | -0.7% | 11% | 10% | 0% | 2% | COc1ccc(CN(C)Cc2nc3scc(-c4ccccc4)c3c(=O)[nH]2)cc1OC

Reformatted as tab-separated lines: part of the list above
mol	PMI inhibition	Dynein transport	Dynein transport cytoplasmic EGFP	Dynein transport nuclear GR-EGFP	Dynein transport cell count	PMI inhibitors	LYP inhibition	XIAP displacement	AID2073	M17LAP inhibition	Siah-1 displacement	P. falciparum M1AAP
Nc1nonc1NC(=O)CSc1nc2ccccc2s1	0%	-0.21	-0.23	0.17	0.61	8%	-6%	-5.2%	-7%	-51%	-1%	2%
Cc1ccc(S(=O)(=O)N2CCN(C(=O)CSc3nnc(C)c(=O)[nH]3)CC2)cc1	-1%	-0.53	-0.22	-0.19	0.75	2%	-10%	4.3%	-9%	-3%	4%	3%
NC(=O)CC(NC(=O)Cc1ccc(Br)cc1)c1ccc(NCCc2ccc(F)cc2)c([N+](=O)[O-])c1 (stereo unspecified)	·	-0.49	0.35	-0.17	-0.049	·	-5%	·	43%	-6%	4%	3%
COc1cccc(N2CCN(C(=S)NCCc3ccccc3)CC2)c1	14%	0.047	-0.068	-0.085	-0.29	11%	1%	-4.9%	-17%	-4%	-2%	3%
CCCC(=O)Nc1cccc(-c2nc3ccccc3c(=O)o2)c1	1%	0.11	-0.18	0.58	0.038	5%	-17%	-9.2%	43%	·	7%	·
O=C(Nc1ccc(N2CCOCC2)cc1)c1ccc2c(c1)OCO2	3%	1.6	-0.26	0.73	-0.8	7%	-4%	-7.0%	-9%	16%	14%	2%
CNc1ccccc1C(C)(C)c1cc(-c2cccc(Br)c2)no1	12%	-0.11	0.024	-0.11	0.35	-12%	7%	-56%	5%	1%	-2%	2%
